Bioassay records deposited in PubChem by several laboratories.
FLuc inhib CS: firefly luciferase enzyme inhibitors, primary screen, artefact control for luciferase-based inhibitor screens, biochemical, luminescence, ATPLite | 200,000 tested, 1.5% active | 10 min | Luciferin 4-monooxygenase (Photinus pyralis), P08659 | inhibition, % at 10 µM;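 active = inhibition above about 50% when tested at 10 µM, limit read from the data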
APP 5'UTR act: activators of APP 5'UTR luciferase reporter, primary screen, SH-SY5Y cells | activation, % at 2 µM | SH-SY5Y APP 5'UTR luciferase reporter, luminescence; zero percent = DMSO vehicle wells | 190,000 tested, 1% active;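 active = activation above a set limit, based on mean plus 3 SD of controls, cut at about 140% in these data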; also: values of inactives mirror those of a sister screen read the other way
NF-kB expr up: activators of NF-kB expression in neurons, primary screen, cell-based, HTS. 190,000 tested, 1.6% active. human neuronal cells, NF-kB reporter expression; stronger effect = higher value. fold change at 12.5 µM; in the data active = fold change above about 3.3
TLR4 MyD88 comp: inhibitors of TLR4-MyD88 association in cells, primary screen, cell-based, HeLa CL3-4, BLA complementation, FRET ratio. AID 861, 2007. inhibition, % at 8.4 µM. 200,000 tested, 0.18% active. Toll-like receptor 4 (Homo sapiens) + Myeloid differentiation primary response protein …. HeLa CL3-4 TLR4/MyD88 BLA complementation; in the data active = inhibition above about 25%;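 also: 0% = vehicle and 100% = reference inhibitor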
Target sequence (O00206 whole entry, looked up): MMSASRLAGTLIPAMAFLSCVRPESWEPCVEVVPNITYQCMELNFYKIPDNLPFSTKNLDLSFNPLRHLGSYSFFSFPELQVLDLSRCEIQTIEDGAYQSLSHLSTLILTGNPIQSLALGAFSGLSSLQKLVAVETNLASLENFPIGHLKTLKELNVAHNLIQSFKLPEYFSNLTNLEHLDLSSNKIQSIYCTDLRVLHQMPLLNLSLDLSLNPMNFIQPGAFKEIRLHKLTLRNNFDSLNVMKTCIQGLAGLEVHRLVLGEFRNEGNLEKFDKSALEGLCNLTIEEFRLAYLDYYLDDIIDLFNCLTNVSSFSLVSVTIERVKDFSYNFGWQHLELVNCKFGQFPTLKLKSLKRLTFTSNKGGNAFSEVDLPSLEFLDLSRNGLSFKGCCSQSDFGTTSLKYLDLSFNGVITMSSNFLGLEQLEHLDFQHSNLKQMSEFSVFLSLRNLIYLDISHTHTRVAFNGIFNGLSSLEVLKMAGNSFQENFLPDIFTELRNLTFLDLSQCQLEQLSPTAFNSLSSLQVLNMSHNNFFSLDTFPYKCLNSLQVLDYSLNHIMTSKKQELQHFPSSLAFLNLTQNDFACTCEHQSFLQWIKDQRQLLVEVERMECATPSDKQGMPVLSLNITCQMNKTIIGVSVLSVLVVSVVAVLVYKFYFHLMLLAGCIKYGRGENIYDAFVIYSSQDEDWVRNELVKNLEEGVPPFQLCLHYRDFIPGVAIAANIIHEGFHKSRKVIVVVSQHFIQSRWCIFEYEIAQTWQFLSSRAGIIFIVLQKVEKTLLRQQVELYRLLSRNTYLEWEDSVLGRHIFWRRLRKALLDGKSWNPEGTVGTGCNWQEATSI
Target sequence (Q99836 whole entry, looked up): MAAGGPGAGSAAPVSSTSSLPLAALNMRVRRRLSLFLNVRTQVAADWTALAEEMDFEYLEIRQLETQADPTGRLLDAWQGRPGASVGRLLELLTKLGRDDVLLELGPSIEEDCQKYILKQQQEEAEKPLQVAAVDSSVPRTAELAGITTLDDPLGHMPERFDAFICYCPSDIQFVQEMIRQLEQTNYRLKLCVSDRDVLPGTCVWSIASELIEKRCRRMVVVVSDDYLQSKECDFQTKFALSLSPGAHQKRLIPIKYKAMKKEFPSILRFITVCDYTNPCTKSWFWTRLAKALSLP
G6PDH CS: L. mesenteroides G6PDH inhibitors, counter-screen for G6PDH-coupled screening assays, biochemical, Leuconostoc mesenteroides enzyme; inhibition, % at 5 µM; glucose-6-phosphate dehydrogenase [Leuconostoc mesenteroides]; 200,000 tested, 0.12% active; AID 1020, 2008; Purified L. mesenteroides G6PDH, diaphorase/resazurin coupled fluorescence, 45 min; in the data active = inhibition above about 50%
STAT1 activator: STAT1 signaling activators, primary screen, cell-based, HTS, luciferase reporter; activation (% of control), % at 5.5 µM; 200,000 tested, 2.6% active; NIH 3T3 STAT1-luciferase reporter, IFN-gamma, luminescence; 100% = IFN-gamma alone, no compound;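 active = activation above the screen-wide mean activation plus 3 SD, cut at about 130% in these data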;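 also: raw ratio to IFN-gamma control signal so 100% means no change and 0% no light; values of inactives mirror those of a sister screen read the other way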
APP 5UTR inh: inhibitors of APP translation via 5'UTR reporter, primary screen, APP 5'UTR luciferase, SH-SY5Y cells | SH-SY5Y APP 5'UTR-luciferase reporter, luminescence | inhibition, % at 2 µM | 190,000 tested, 0.82% active;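 active = inhibition above a set limit, derived from the sample mean plus 3 SD, cut at about 45% in these data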; also: values of inactives mirror those of a sister screen read the other way
Diaph act CS: compounds boosting diaphorase resazurin reduction – biochemical, uHTS, resorufin fluorescence, counter-screen for diaphorase-coupled primary assays, primary screen | Diaphorase/resazurin coupled assay, 16 min; stronger effect = higher value; 1 = vehicle wells, 0 = NADH-free wells | activation factor at 20 µM | 190,000 tested, 0.005% active | AID 1229, 2008;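 active = diaphorase activity raised at least twofold by the compound at 20 µM; inactive = activation factor below 2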
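Assay system: bacterial diaphorase enzyme (C. kluyveri) / Input: enzyme 0.07 U/mL final / Medium: 50 mM HEPES pH 7.4 with 4.542 mM MgCl2, 0.005% Tween 20 / Doses: single compound dose of 20 µM, 1% DMSO final / Incubation: 16 min enzyme reaction, ambient temperature / Signal: fluorescence, excitation 544 nm and emission 590 nm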
FLuc act counter: FLuc activators, initial screening, artefact control for FLuc-dependent activation tests, biochemical, ATPlite luminescence. Luciferin 4-monooxygenase (Photinus pyralis), P08659. ATPlite luciferase biochemical, 10 min; 0 = ATP-free wells, 1 = DMSO control. activation factor at 10 µM. 200,000 tested, under 10 active;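 active = luciferase activation factor, scaled between plate controls, of at least 2 with compound at 10 µM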
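test system = cell-free luciferase reagent | medium = PBS as buffer for the ATP substrate | dosing = test compounds dosed from 2 mM stocks in 100% DMSO | incubation = 10 min at ambient temperature | detection = luminescence measurement of luciferase light output | benchmarks = low control with PBS replacing ATP, high control enzyme plus ATP without compound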
Diaphorase inh: diaphorase inhibitors and chemical oxidizers, primary screen, counter-screen for diaphorase-coupled primary assays, biochemical, uHTS, resorufin fluorescence; 190,000 tested, 0.69% active; AID 1217, 2008; inhibition, % at 20 µM; diaphorase resazurin-to-resorufin fluorescence, NADH, 16 min; bacterial (C. kluyveri) enzyme, not human;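 active = primary screen inhibition at 20 µM above a set limit, cut at about 50% in these data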;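 also: plate controls were DMSO with full reaction for no effect and wells lacking NADH for full effect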
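Test system: diaphorase enzyme from Clostridium kluyveri; amount: diaphorase at 0.14 U/mL in enzyme working solution; detection: fluorescence of resorufin formed from resazurin, Ex 544/Em 590 nm; times: reaction incubation of 16 min at room temperature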
An asterisk follows results filed as active; . = no result given.

SMILES	FLuc inhib CS	APP 5'UTR act	NF-kB expr up	TLR4 MyD88 comp	G6PDH CS	STAT1 activator	APP 5UTR inh	Diaph act CS	FLuc act counter	Diaphorase inh
CCOC(=O)N1CCN(C(=O)C2CCN(c3ncnc4c3sc3cccc(F)c34)CC2)CC1	2.8	-0.3	0.41	6.4	-3.3	66.6	0.3	0.9	1	5.9
COc1cccc(NC(=O)CCc2nc(-c3ccccc3F)no2)c1	-5.5	21.8	1.21	-14.5	0.5	99.3	-21.8	0.8	1.1	22.4
O=C(COC(=O)c1cc2ccccc2cc1O)NC(=O)NCc1ccco1	-1.7	19.8	0.89	-4.2	7.2	93.5	-19.8	0.9	1	10.4
CC1=C(C(=O)OCc2ccccc2)C(c2ccccc2OC(F)F)NC(=O)N1 (stereo not drawn)	-9.9	27.4	0.95	-8.4	7.1	97.0	-2.7	0.8	1.1	22.4
Cc1cc(C)nc(SCc2nnc(SCC(=O)Nc3ccc(Cl)c(C(F)(F)F)c3)o2)n1	-7.9	-4.5	1.42	-4.6	3.2	99.9	4.5	0.8	1.1	22.3
NNC(=O)CNC(=O)c1cccc(Br)c1	-1.3	-18.9	1.17	11.2	2.6	101.6	18.9	0.9	1	14.1
COCCNC(=O)CSc1nccn1Cc1ccc2c(c1)OCO2	-2.3	-1.5	1.11	-3.7	3.7	106.1	1.5	0.9	1	5.8
O=C(CCCN1C(=O)/C(=C/c2ccccc2)SC1=S)Nc1ccc(O)cc1	57.6*	-11.3	2.47	4.8	5.6	94.4	11.3	0.9	0.4	11.7
COc1cc2c(C(=O)O)c(C)n(CC(C)C)c2c2ccccc12	-7.3	2.6	0.91	-19.9	-32.6	95.9	-2.6	0.8	1.1	17.1
COc1ccc(/C=C(\C#N)C(=O)ONC2=NCCCCC2)cc1	-1.0	-6.1	1.26	-10.2	1.3	104.3	6.1	1	1	0.4
COc1cccc(NC(=O)CN(c2cccc(F)c2)S(C)(=O)=O)c1	-6.5	2.7	0.92	-24.4	-0.4	101.2	-2.7	0.9	1.1	9.0
Cc1c(O)ccc(C(=O)CN2C(=O)c3ccccc3C2=O)c1O	-5.3	-2.5	0.92	3.8	1.1	102.9	2.5	0.8	1.1	20.0
CCN(CC)C(=O)C(Cc1ccccc1)N1C(=O)c2ccccc2C1=O (stereo not drawn)	-5.4	-2.6	1.62	-1.8	6.0	97.0	2.6	1	1.1	-1.3
CCCn1c(NCc2cccc(OC)c2O)nc2ccccc21	2.3	.	1.24	6.8	15.4	101.7	3.7	0.9	1	13.1
O=C(NC(Cc1c[nH]c2ccccc12)C(=O)O)/C(=C/c1ccc2c(c1)OCO2)NC(=O)c1ccccc1 (stereo not drawn)	0.6	12.8	1.13	-10.2	12.7	100.4	-12.8	0.9	1	9.1
COc1ccc(C(=O)NC(=S)Nc2ccc3c(c2)Cc2ccccc2-3)cc1	0.9	-5.2	1.14	-10.1	11.2	87.0	5.2	1	1	2.7
CCOc1[nH]n(-c2ccccc2)c(=O)c1C=Nc1ccc(Cl)cc1	-6.3	3.1	1.09	10.5	8.9	95.8	-3.1	0.9	1.1	8.4
CC1CCCCC1NS(=O)(=O)c1ccc(S(=O)(=O)N2CCN(CCC#N)CC2)cc1 (stereo not drawn)	-9.1	-2.7	1.3	6.0	-8.7	101.4	2.7	1	1.1	-1.9
CN1CCN(C(=O)c2cn(-c3ccccc3)nc2-c2cccs2)CC1	-0.9	-0.3	1.26	6.0	-2.1	103.2	0.3	1	1	-4.0
CC1CN(C(=O)c2ccc(COc3ccccc3Br)o2)CC(C)O1 (stereo not drawn)	-5.3	6.0	1.11	0.4	9.0	94.8	-6.0	1	1.1	4.8
Cc1ccc(OCc2n[nH]c(=S)n2C2CCCCC2)cc1	-8.0	8.3	1.31	13.7	7.2	101.3	-8.3	0.8	1.1	19.8
CCc1ccc(NC(=O)CSc2nnc(COc3ccc4c(c3)CCCC4)o2)cc1	-1.9	-8.8	1.02	-4.6	6.2	99.6	8.8	0.9	1	8.5
CNc1ccccc1-n1ccc(-c2ccccc2)n1	0.9	13.2	1.71	-8.8	18.8	108.1	-13.2	1.1	1	-5.7
O=C(NNC(=S)Nc1ccc(F)c(Cl)c1)c1ccccc1Br	1.0	21.1	1.3	-4.7	-0.9	108.8	-21.1	1	1	-2.2
Cc1ccccc1NC1=NC(=S)N(c2ccccc2)C12CCOC(C)(C)C2 (stereo not drawn)	-2.0	-7.8	1.05	-5.6	3.2	107.1	7.8	0.9	1	6.7

Arranged by length of the SMILES (ascending): part of the list above.
SMILES	FLuc inhib CS	APP 5'UTR act	NF-kB expr up	TLR4 MyD88 comp	G6PDH CS	STAT1 activator	APP 5UTR inh	Diaph act CS	FLuc act counter	Diaphorase inh
NNC(=O)CNC(=O)c1cccc(Br)c1	-1.3	-18.9	1.17	11.2	2.6	101.6	18.9	0.9	1	14.1
Cc1ccc(OCc2n[nH]c(=S)n2C2CCCCC2)cc1	-8.0	8.3	1.31	13.7	7.2	101.3	-8.3	0.8	1.1	19.8
COc1cccc(NC(=O)CCc2nc(-c3ccccc3F)no2)c1	-5.5	21.8	1.21	-14.5	0.5	99.3	-21.8	0.8	1.1	22.4
O=C(COC(=O)c1cc2ccccc2cc1O)NC(=O)NCc1ccco1	-1.7	19.8	0.89	-4.2	7.2	93.5	-19.8	0.9	1	10.4
O=C(CCCN1C(=O)/C(=C/c2ccccc2)SC1=S)Nc1ccc(O)cc1	57.6*	-11.3	2.47	4.8	5.6	94.4	11.3	0.9	0.4	11.7
CC1CCCCC1NS(=O)(=O)c1ccc(S(=O)(=O)N2CCN(CCC#N)CC2)cc1 (stereo not drawn)	-9.1	-2.7	1.3	6.0	-8.7	101.4	2.7	1	1.1	-1.9
O=C(NC(Cc1c[nH]c2ccccc12)C(=O)O)/C(=C/c1ccc2c(c1)OCO2)NC(=O)c1ccccc1 (stereo not drawn)	0.6	12.8	1.13	-10.2	12.7	100.4	-12.8	0.9	1	9.1

Continuation.
SMILES	FLuc inhib CS	APP 5'UTR act	NF-kB expr up	TLR4 MyD88 comp	G6PDH CS	STAT1 activator	APP 5UTR inh	Diaph act CS	FLuc act counter	Diaphorase inh
CS(=O)(=O)c1ccc(-c2nn[nH]n2)cc1	-3.8	-9.3	1.33	-12.9	1.5	102.0	9.3	1	1	4.8
CCC(C)NC(=O)CSc1ncnc2sccc12 (stereo not drawn)	-5.4	-13.4	1.34	-18.1	4.2	94.3	13.4	0.9	1.1	9.1
Cc1nc2cc(C(=O)OCC(=O)NC3CCS(=O)(=O)C3)ccc2n1-c1ccccc1 (stereo not drawn)	-2.6	-10.5	1.09	6.4	7.1	99.1	10.5	0.8	1	15.6
Cc1cccc(C)c1NC(=O)CN(C)CC(=O)Nc1ccc(F)c(Cl)c1	-7.0	-10.6	0.68	13.2	7.8	102.5	10.6	0.9	1.1	8.8
COc1cc(-c2nc3c[n+](CC(=O)c4ccccc4)ccc3n2C)cc(OC)c1OC	-2.2	16.1	1.02	-11.7	-11.7	95.8	-16.1	0.9	1	11.3
Cc1ccc(CN(C)C(=O)c2cc(COc3ccc(F)cc3Cl)on2)o1	13.4	-2.4	1.58	6.5	19.8	117.6	2.4	0.8	0.9	22.8
COc1ccc(/C(C)=N/OC/C(O)=C(\C#N)c2nc3ccccc3[nH]2)c(OC)c1	-5.3	-5.0	1.14	10.8	-11.7	94.6	5.0	0.8	1.1	19.4
COc1ccc2cc(/C(C)=N/NC(=S)Nc3cc(S(=O)(=O)N4CCOCC4)ccc3N3CCOCC3)ccc2c1	-3.6	26.7	1.08	15.4	15.5	97.6	-26.7	0.8	1	22.6
Cc1ccc2nc(NCC(=O)O)nc(-c3ccccc3)c2c1	-7.0	-4.8	0.82	-19.8	4.2	95.3	4.8	0.8	1.1	18.4
O=P(c1ccccc1)(c1ccccc1)C(O)c1ccco1 (stereo not drawn)	-6.7	9.0	0.92	-3.0	6.9	99.7	-9.0	0.9	1.1	5.7
Cc1cccc(NC(=O)Cn2c(=O)n3nc(CCn4nc(C)cc4C)nc3c3ccccc32)c1	-2.7	8.5	0.79	-11.5	5.0	101.2	-8.5	1.1	1	-12.0
N#Cc1cccn1-c1nccs1	3.8	-5.9	0.93	3.1	7.8	96.0	5.9	1.1	1	-5.3
CCOC(=O)N1CCC(NC(=O)CCC(=O)c2ccccc2)CC1	-2.6	-10.0	1.17	6.0	0.1	103.7	10.0	0.9	1	13.3
CC(C)NC(=O)CCCn1c(=S)[nH]c2cc3c(cc2c1=O)OCO3	-4.7	-4.3	0.91	-0.4	-2.0	105.1	4.3	0.8	1	22.9
O=C(CSc1nnc(Cn2c(=O)sc3ccccc32)n1-c1ccccc1)N1CCCC1	-5.3	-1.4	1.07	-1.5	-2.0	101.8	1.4	0.8	1.1	15.2
CCCCc1ccc(S(=O)(=O)N2CCN(C(=O)c3ccco3)CC2)cc1	-2.4	11.4	1.19	-10.7	-4.2	92.2	-11.4	0.9	1	12.9
CC1Cc2ccccc2N1CC(=O)NC(=O)NCc1ccccc1 (stereo not drawn)	-4.3	4.0	1.2	3.7	9.4	106.1	-4.0	0.9	1	11.8
COC(=O)CSc1ccc2nnc(CCNS(=O)(=O)c3ccc(C)cc3)n2n1	-2.0	13.8	0.87	10.3	6.5	96.4	-13.9	0.7	1	26.3
CCOc1ccccc1C(C(=O)NC1CCCC1)N(Cc1ccco1)C(=O)CNC(=O)c1ccco1 (stereo not drawn)	-4.2	4.9	1.44	4.4	7.7	103.0	-4.9	1	1	-1.8
CCN1C(=O)CS/C1=N\S(=O)(=O)c1ccc(Cl)cc1	-2.9	33.9	1.12	-10.2	5.2	95.4	-33.9	0.9	1	7.3
C=CCN(CC=C)CCOc1cc(C)ccc1[N+](=O)[O-]	-4.0	-9.8	1.36	-14.5	6.0	98.1	9.8	0.9	1	5.6
CN(C)S(=O)(=O)c1cccc(NC(=S)NCCc2ccccn2)c1	-3.3	14.2	0.97	-12.4	1.4	102.1	-14.2	0.9	1	5.6
CCO[C@@H]1OC(C(=O)N2CCN(Cc3ccccc3)CC2)=C[C@H](c2cn(C(C)=O)c3ccccc23)[C@H]1CCCO	-11.9	1.6	0.87	-5.5	8.7	101.8	-1.6	0.7	1.1	28.2

Rows are unselected. Share with any hit: about 5.6%.
